Cav3 T inh: blocks human Cav3.2 T-type calcium channel; B-score at 10 µM; Cav3.2-expressing cells, Fluo-4 calcium fluorescence FDSS; hits give low values; O95180; AID 449739; hit rate 4% among 100,000;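 active means single-dose well whose peak fluorescence ratio is a statistical outlier from its plate by either plate-standardised score or position-corrected B-score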
Target sequence (O95180 whole entry, looked up): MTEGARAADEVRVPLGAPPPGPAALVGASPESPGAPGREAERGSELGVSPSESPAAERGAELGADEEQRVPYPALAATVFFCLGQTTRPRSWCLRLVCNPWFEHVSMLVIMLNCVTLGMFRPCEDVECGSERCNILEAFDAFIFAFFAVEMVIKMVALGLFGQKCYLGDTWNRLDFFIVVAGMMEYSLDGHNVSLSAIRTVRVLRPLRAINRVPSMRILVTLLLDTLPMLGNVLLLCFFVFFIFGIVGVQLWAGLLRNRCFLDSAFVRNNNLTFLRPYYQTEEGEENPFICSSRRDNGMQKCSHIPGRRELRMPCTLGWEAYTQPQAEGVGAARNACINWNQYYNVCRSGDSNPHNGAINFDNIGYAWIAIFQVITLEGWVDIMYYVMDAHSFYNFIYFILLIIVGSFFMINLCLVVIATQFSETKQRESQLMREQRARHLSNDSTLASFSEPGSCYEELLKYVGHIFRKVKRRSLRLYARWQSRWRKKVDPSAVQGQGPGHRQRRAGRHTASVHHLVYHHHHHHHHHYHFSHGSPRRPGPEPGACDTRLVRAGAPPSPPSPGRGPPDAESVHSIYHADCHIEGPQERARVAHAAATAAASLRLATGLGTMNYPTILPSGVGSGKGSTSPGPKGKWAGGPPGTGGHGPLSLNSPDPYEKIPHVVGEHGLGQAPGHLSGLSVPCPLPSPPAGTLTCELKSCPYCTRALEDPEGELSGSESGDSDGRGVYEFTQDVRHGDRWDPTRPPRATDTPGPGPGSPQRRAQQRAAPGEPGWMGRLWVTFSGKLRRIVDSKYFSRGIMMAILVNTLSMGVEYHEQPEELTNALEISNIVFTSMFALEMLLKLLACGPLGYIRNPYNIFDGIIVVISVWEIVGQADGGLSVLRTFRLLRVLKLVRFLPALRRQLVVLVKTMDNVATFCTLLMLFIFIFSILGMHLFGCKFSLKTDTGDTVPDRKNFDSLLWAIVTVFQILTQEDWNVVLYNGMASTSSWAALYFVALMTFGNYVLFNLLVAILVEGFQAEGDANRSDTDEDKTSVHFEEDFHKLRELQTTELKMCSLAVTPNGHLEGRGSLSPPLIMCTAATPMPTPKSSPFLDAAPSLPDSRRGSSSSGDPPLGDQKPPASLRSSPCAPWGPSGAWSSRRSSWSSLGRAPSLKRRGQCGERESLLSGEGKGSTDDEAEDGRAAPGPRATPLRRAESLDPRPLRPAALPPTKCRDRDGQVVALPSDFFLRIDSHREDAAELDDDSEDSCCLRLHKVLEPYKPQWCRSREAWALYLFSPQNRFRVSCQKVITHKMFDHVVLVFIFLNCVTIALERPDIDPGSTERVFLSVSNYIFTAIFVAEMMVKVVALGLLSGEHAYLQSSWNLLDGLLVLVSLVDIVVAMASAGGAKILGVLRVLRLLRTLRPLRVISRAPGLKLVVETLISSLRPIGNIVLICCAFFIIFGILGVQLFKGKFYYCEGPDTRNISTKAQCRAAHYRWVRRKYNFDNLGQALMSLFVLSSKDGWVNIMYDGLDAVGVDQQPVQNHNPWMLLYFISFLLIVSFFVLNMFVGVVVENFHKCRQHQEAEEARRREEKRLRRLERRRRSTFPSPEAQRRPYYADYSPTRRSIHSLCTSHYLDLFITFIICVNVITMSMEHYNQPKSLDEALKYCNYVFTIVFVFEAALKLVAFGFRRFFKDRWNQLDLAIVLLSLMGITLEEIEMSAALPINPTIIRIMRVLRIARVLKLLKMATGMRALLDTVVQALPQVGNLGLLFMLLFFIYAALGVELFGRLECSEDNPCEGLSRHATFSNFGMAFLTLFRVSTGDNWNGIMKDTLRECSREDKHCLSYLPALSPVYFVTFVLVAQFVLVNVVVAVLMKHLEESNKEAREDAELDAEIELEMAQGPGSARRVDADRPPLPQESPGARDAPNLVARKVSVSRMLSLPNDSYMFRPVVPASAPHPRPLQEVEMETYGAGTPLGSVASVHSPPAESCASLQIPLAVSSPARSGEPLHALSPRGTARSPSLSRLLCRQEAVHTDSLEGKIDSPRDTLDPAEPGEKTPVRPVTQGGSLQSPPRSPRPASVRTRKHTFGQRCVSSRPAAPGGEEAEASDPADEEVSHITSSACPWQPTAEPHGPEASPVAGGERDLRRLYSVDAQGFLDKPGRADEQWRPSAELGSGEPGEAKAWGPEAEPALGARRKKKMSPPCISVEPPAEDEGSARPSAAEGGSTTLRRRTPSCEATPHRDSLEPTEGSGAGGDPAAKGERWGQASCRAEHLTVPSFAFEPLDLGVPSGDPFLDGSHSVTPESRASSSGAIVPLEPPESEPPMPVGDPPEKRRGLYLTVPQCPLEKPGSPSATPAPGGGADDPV
The depositor's hits bear a star.

SMILES	Cav3 T inh
Cc1nnc(Sc2nc3c(c(=O)[nH]c(=O)n3C)n2CCCc2ccccc2)s1	0.18
CCOC(=O)c1sc(=S)n(-c2ccccc2)c1N	0.14
COc1cccc(CNC(=O)C2CCCN(c3nc4ccccc4o3)C2)c1 (stereo not given)	0.037
CCCCC(O)CN1CCC(c2ccccc2)CC1 (stereo not given)	-0.33
COc1ccc(C2(C(=O)NCc3ccco3)CCCC2)cc1OC	0.56
O=C1NCCCc2nonc21	-0.46
Cc1cc(C)n2nc(C(=O)N3CCOCC3)nc2n1	0.68
CCCCC[C@H](O)/C=C/[C@@H]1[C@@H](C/C=C\CCCC(=O)O)[C@H]2CO[C@@H]1C2	0.36
Nc1nnnn1/N=C/C=C/c1ccccc1	1.4
CC(C)NC(=O)c1onc(CSc2ccc(F)c(F)c2)c1C(=O)O	0.17
COCCn1c(C)cc(C(=O)CSc2ncnc3sc4c(c23)CCC4)c1C	-0.27
Cc1ccc(CNC(=O)C2CC(=O)N(C3CCCCCCC3)C2)cc1 (stereo not given)	-0.55
Cc1cc(-c2ccccc2)c2nncn2n1	1
Cc1cc(C)c(NC(=O)/C(=C/c2ccco2)c2ccccc2)c(C)c1	-2.7
COc1ccc(OC)c(C(=O)CSc2nc3ccccc3n2CC(=O)NC(C)(C)C)c1	-0.45
CCOc1ccccc1C1CC(=O)Nc2cc(OC)c(OC)c(OC)c21 (stereo not given)	-0.44
CCOC(=O)C1=C(C)OC(N)=C(C#N)C1c1ccoc1 (stereo not given)	1.5
COC(=O)CN(c1ccc(F)cc1)S(=O)(=O)c1ccc2c(c1)OCCO2	-0.09
Cn1c(Cn2c(=O)sc3ccccc32)nnc1SCc1cccc(F)c1	0.06
COc1ccc(C2C3=C(CC(C)(C)CC3=O)Oc3ncn(CC(C)C)c(=N)c32)cc1 (stereo not given)	1.2
Cc1csc(=O)n1CCC(=O)O	-0.047
O=C(Nc1ccccn1)C(=O)N1CCCCC1	-0.43
CCc1nnc(NC(=O)c2ccc3c(c2)C(=O)N(CC)C3=O)s1	1.1
COc1ccc(Cn2nnnc2C(c2cc3cc(C)ccc3[nH]c2=O)N2CCOCC2)cc1 (stereo not given)	0.047
CC(C)OC(=O)NCN1C(=O)C2C3C=CC(C3)C2C1=O (stereo not given)	-0.89
CCOC(=O)Cn1nc(C)c2ccccc2c1=O	0.92
Cc1cc(-c2cc(-c3ccccc3)on2)nc(NC2CCCC2)n1	0.44
CCOc1c2ccc(C(=O)NCc3ccc(C)cc3)cc2nn1CC	0.63
CCc1ccc(NC(=O)c2onc(C)c2Cl)cc1	-0.7
CN1CCC(N2CCN(c3cccc(C(F)(F)F)c3)CC2)CC1	0.57
COc1ccc(S(=O)(=O)N(C)CC(=O)Nc2c(F)cccc2F)cc1	0.55
Cn1c(=O)[nH]c(=O)c2c1nc(N(CCO)Cc1ccccc1)n2Cc1ccccc1Cl	-0.25
O=C(NC1=NCCS1)Nc1ccccc1	1.3
CCOC(=O)C1CCN(C(=O)CCc2c(C)nc3cc(-c4ccccc4)nn3c2C)CC1	0.076
CCN(C(=O)CN1CCN(C)CC1)c1cccc2ccccc12	1.9
CCCC[C@@H]1CNC(=S)N1CCc1cccc2ccccc12	-1.4
CCOc1ccccc1NC(=O)C(=O)NCC1CCCN1CC (stereo not given)	0.0066
CCOC(=O)c1sc2nc(CC(=O)OC)nc(NCCN3CCOCC3)c2c1C	3.3
O=C(OCC(=O)N1CCc2ccccc21)C1=COCCO1	0.92
CCn1c(SCC(=O)NCCc2ccc(Cl)cc2)nnc1-c1cccs1	-1
COC(=O)[C@@](C)(O)C1(C(=O)SC(C)(C)C)CC1	0.57
Cn1cccc1C(=O)NC(=O)CSc1nnc(C2CC2)n1-c1ccccc1	-0.061
Cc1ccc(CCNC(=O)C2CCN(S(=O)(=O)c3c(C)nn(C)c3C)CC2)cc1	-0.35
CCOC(=O)CC(N)c1ccc2c(c1)OCO2 (stereo not given)	0.19
Cc1ccc(NC(=S)NCCN2CCOCC2)cc1C	0.71
C=CCn1c(-c2cccnc2Cl)nc2cc(Cl)c(Cl)cc21	-2.1
Cc1nnc(NC(=O)c2c(F)c(F)c(F)c(F)c2F)s1	1.9
NC(=O)c1ccccc1N=Cc1ccccn1	-0.1
CC1(C)O[C@@H]1COc1c2ccoc2cc2oc(=O)ccc12	0.0022
O=C(CCCCCn1c(=O)[nH]c2ccccc2c1=O)NCCc1c[nH]c2ccccc12	-2
N#Cc1ccccc1N=C1CCCN1Cc1ccccc1	-0.031
O=C(CSc1nc2ccc([N+](=O)[O-])cc2[nH]1)NCCc1ccccc1	-1.5
COc1ccccc1CNc1n[nH]c(NCc2ccccc2OC)n1	-0.65
CCOC(=O)C1CCCN(C(=O)C2CCCN(S(C)(=O)=O)C2)C1 (stereo not given)	0.11
COC(=O)c1sccc1NC(=O)/C=C\c1ccc(Cl)cc1Cl	-0.56
O=C(c1ccco1)N1CCN(C(=O)c2cnn3c(C(F)(F)F)cc(-c4cccs4)nc23)CC1	1.6
O=C(CCNS(=O)(=O)c1cccc2nonc12)N1CCN(c2cccc(Cl)c2)CC1	-2.4
O=C(CCN1C(=O)c2ccccc2C1=O)NC1=NCCS1	-0.42
COc1ccc(Sc2nnc(-c3ccccc3)cc2C#N)cc1	-0.014
C/C(=N\NC(=O)COc1ccc([N+](=O)[O-])cc1)C(C)(C)C	0.51

Ordered by SMILES length (low to high): 3 of the compounds above
SMILES	Cav3 T inh
CCN(C(=O)CN1CCN(C)CC1)c1cccc2ccccc12	1.9
COC(=O)[C@@](C)(O)C1(C(=O)SC(C)(C)C)CC1	0.57
Cc1ccc(CCNC(=O)C2CCN(S(=O)(=O)c3c(C)nn(C)c3C)CC2)cc1	-0.35

Later entries:
SMILES	Cav3 T inh
O=C(NCC1CCCO1)c1cccc(-n2cnnn2)c1 (stereo not given)	-0.059
Cc1c(Br)c([N+](=O)[O-])nn1CC(=O)N1CCCc2ccccc21	-0.67
Cc1cc2oc(=O)cc(CN3CCN(C/C=C/c4ccccc4)CC3)c2cc1O	-3.8
CCOc1ccc(C2/C(=C(\O)c3cccc(OC)c3)C(=O)C(=O)N2c2cc(C)on2)cc1OC (stereo not given)	0.091
COC(=O)c1[nH]c2ccc(C)cc2c1NC(=O)CN1CCCC(C)(C)C1	-2.7
O=P(O)(CCCP(=O)(O)CCc1ccccc1)CCc1ccccc1	-0.0053
CC1(C)Oc2cc3oc(-c4cc(O)cc(O)c4)cc3cc2CC1O (stereo not given)	-1.1
COc1ccccc1CNC(=O)c1ccc(CS(=O)(=O)c2ccccc2OC)o1	0.97
N#CC1=C(N)Oc2n[nH]c(-c3ccc(F)cc3)c2C1c1cccc(OC(=O)N2CCOCC2)c1 (stereo not given)	0.034
Cc1ncc(N=Nc2ccccc2Cl)c(-c2ccccc2)n1	-0.54
Cc1c(C(=O)O)oc2ccc(S(=O)(=O)NCc3ccc(F)cc3)cc12	0.00039
COc1ccc(NC(=O)C2CCCN2S(=O)(=O)c2ccc(C)cc2)cc1 (stereo not given)	0.052
Cc1noc(C)c1COC(=O)COc1ccc2c(C)cc(=O)oc2c1	0.6
CCOC(=O)N1CCC(N2C(=O)c3ccccc3C2Nc2ccc(Cl)cn2)CC1 (stereo not given)	-2.1
O=C(COC(=O)C1(c2ccccc2F)CCCC1)N1CCN(C(=O)c2ccco2)CC1	0.43
COC(=O)c1ccccc1NC(=O)c1nc2nc(C)cc(C(F)F)n2n1	0.58
N#Cc1c(N)nc2c(c1N)CC(COc1ccccc1)O2 (stereo not given)	0.0096
CCOC(=O)N1CCN(c2cc3[nH]c(=S)[nH]c3cc2F)CC1	-1.6
CN(NC(=O)c1ccccc1)c1nc2ccccc2nc1C(F)(F)F	-0.17
CN1CCN(C(=O)C23CCC(C)(c4nc5ccccc5nc42)C3(C)C)CC1 (stereo not given)	1.3
CO/N=C/C(C#N)c1ncc(C(F)(F)F)cc1Cl (stereo not given)	-2.5
O=C(O)C1C2C=CC(C2)C1C(=O)Nc1ccc2c(c1)OCCO2 (stereo not given)	0.44
Cc1ccc(Nc2nc(CSc3nnnn3-c3ccccc3)cs2)cc1	-4*
CC1CN(c2ncnc3c2cnn3-c2ccc(Cl)cc2)CC(C)O1 (stereo not given)	1.2
Clc1cccc(CSc2nccn2-c2ccccc2)c1	-3.3
Cc1cc(CNC(=O)C2(C(F)(F)F)C/C(=C\CCO)CCCO2)nn1C (stereo not given)	0.3
CCOc1ccc(C2=CC(c3ccccc3)n3ncnc3N2)cc1 (stereo not given)	-0.088
O=C(Oc1cc2oc(=O)c3c(c2cc1Cl)CCCC3)c1ccco1	0.46
Cc1csc2ncc(C(=O)Nc3ccc(C(F)(F)F)cc3)c(=O)n12	-0.094
CCc1ccc2[nH]c(=O)c(CN(CCN(C)C)C(=O)Nc3ccccc3OC)cc2c1	1.6
CCOc1ccc(-n2c(=O)cc(N3CCN(c4ccccc4)CC3)[nH]c2=O)cc1	1.9
O=C(CSc1nnc2sc3ccccc3n12)NCc1ccco1	0.49
COc1ccc(C(=O)Nc2cc(C)cc(C)c2)cc1S(=O)(=O)N1CCOCC1	0.45
CCN(CC)CCCNC(=O)C(C)n1nc(C)c2sc3ccccc3c2c1=O (stereo not given)	0.09
O=C(Nc1ccc(NC(=S)NC(=O)c2ccccc2Cl)cc1)c1cccc(Cl)c1	0.035
Nc1nc(C2C(=O)CCCC2=O)cs1	-1.1
Cc1ccc(-n2nnnc2SCC(=O)c2ccc3c(c2)NC(=O)CO3)c(C)c1	-0.81
COCCn1c(-c2ccccc2)nc2oc3ccccc3c(=O)c2c1=O	1.3
Cc1ccc(S(=O)(=O)N2CCCC2C(=O)NCc2ccco2)cc1 (stereo not given)	1.8
O=C(N/N=C/C=C/c1ccccc1)c1cccc(Br)c1	-1.2
c1ccc(-c2nn3c(-c4ccco4)nnc3s2)nc1	0.83
CCOc1ccccc1C(=O)Nc1cc(C(=O)NCCc2ccccc2)ccc1Cl	-0.14
CCOC(=O)c1cnn(Cc2ccccc2Cl)c1N	-0.11
CCN1C(=O)/C(=C\N2CCN(C)CC2)SC1=S	2.5
COC(=O)N/N=C(\C)c1ccccc1Br	0.23

For convenience, 17 of the compounds above:
SMILES	Cav3 T inh
Cc1csc2ncc(C(=O)Nc3ccc(C(F)(F)F)cc3)c(=O)n12	-0.094
CCc1ccc2[nH]c(=O)c(CN(CCN(C)C)C(=O)Nc3ccccc3OC)cc2c1	1.6
CCOc1ccc(-n2c(=O)cc(N3CCN(c4ccccc4)CC3)[nH]c2=O)cc1	1.9
O=C(CSc1nnc2sc3ccccc3n12)NCc1ccco1	0.49
COc1ccc(C(=O)Nc2cc(C)cc(C)c2)cc1S(=O)(=O)N1CCOCC1	0.45
CCN(CC)CCCNC(=O)C(C)n1nc(C)c2sc3ccccc3c2c1=O (stereo not given)	0.09
O=C(Nc1ccc(NC(=S)NC(=O)c2ccccc2Cl)cc1)c1cccc(Cl)c1	0.035
Nc1nc(C2C(=O)CCCC2=O)cs1	-1.1
Cc1ccc(-n2nnnc2SCC(=O)c2ccc3c(c2)NC(=O)CO3)c(C)c1	-0.81
COCCn1c(-c2ccccc2)nc2oc3ccccc3c(=O)c2c1=O	1.3
Cc1ccc(S(=O)(=O)N2CCCC2C(=O)NCc2ccco2)cc1 (stereo not given)	1.8
O=C(N/N=C/C=C/c1ccccc1)c1cccc(Br)c1	-1.2
c1ccc(-c2nn3c(-c4ccco4)nnc3s2)nc1	0.83
CCOc1ccccc1C(=O)Nc1cc(C(=O)NCCc2ccccc2)ccc1Cl	-0.14
CCOC(=O)c1cnn(Cc2ccccc2Cl)c1N	-0.11
CCN1C(=O)/C(=C\N2CCN(C)CC2)SC1=S	2.5
COC(=O)N/N=C(\C)c1ccccc1Br	0.23

(next part)
SMILES	Cav3 T inh
CC1NC(=O)NC1CCCCC(=O)O (stereo not given)	-0.15
O=C(COC(=O)C(Cc1ccccc1)NC(=O)c1ccco1)NC1CC1 (stereo not given)	1.6
COc1cc(OC)c(/C=N/NC(=O)c2ccc([N+](=O)[O-])cc2)cc1Br	-0.23
CNC(=O)Cn1nc(-c2ccc(C)c(S(=O)(=O)N(C)C)c2)c2ccccc2c1=O	-0.32
O=C(NCc1ccncc1)c1ccc(Cl)c(S(=O)(=O)N2CCOCC2)c1	0.089
COc1ccc(NC(=O)CC2C(=O)N(c3cccc(OC)c3)C(=O)N2Cc2ccco2)cc1 (stereo not given)	1.8
Cn1c(OCc2ccc3c(c2)OCO3)nc2c1c(=O)n(Cc1cccc(Cl)c1)c(=O)n2C	-0.78
O=C(CSc1cccc2cccnc12)OCC(=O)c1ccc(Br)cc1	1.3
CCOC(=O)c1nnn(-c2nonc2NC(C)=O)c1C	0.49
COc1ccc2c(c1)[nH]c1c(=O)n(CCC3=CCCCC3)cnc12	-0.067
CCN1C(=O)CC(N2CCC(C(=O)N3CCOCC3)CC2)C1=O (stereo not given)	0.042
COC(=O)c1ccc(NC(=O)Nc2ccc(F)c(Cl)c2)cc1	0.66
CCCSC1=C(C#N)C(c2cccnc2)C(C(=O)OCC)=C(c2ccccc2)N1 (stereo not given)	-0.75
O=C(Oc1ccc2c(=O)c(Oc3ccc4ccccc4c3)coc2c1)c1cncc(Br)c1	-0.045
COC(=O)c1cc2ccsc2n1CC(=O)Nc1ccc(N(C)C)cc1	-0.095
Cc1ccc(-n2ncc3c(=O)[nH]cnc32)c(C)c1	0.43
CCC(=O)C1=C(N2CCCC2)CC(C)(C)CC1=O	1.5
CS(=O)(=O)N(CC(=O)Nc1ccccc1C(=O)NCc1ccco1)c1ccc2c(c1)OCCO2	-0.01
COc1ccccc1N1CCN(C(=O)CSc2nc3ccccc3o2)CC1	0.095
O=C(COC(=O)Cc1ccsc1)NC1CCCCCC1	0.47
O=C(NCc1ccc(Cl)cc1)C(=O)NCC1OCCN1S(=O)(=O)c1ccc2c(c1)OCCO2 (stereo not given)	-5.1*
COc1ccc(C(=O)CSc2nc3cccnc3n2C)cc1	0.5
O=S(=O)(c1ccc(N2CCN(S(=O)(=O)c3ccc4c(c3)OCCO4)CC2)nc1)N1CCCC1	-0.045
CC(C)C[C@@H]1NC(=O)[C@H](C(C)C)NC(=O)c2cc([N+](=O)[O-])cc(I)c2NCC[C@@H](C(N)=O)NC1=O	-0.66
Cc1ccnc(NC(=S)NC(=O)/C=C/c2ccco2)c1	0.078
CCC(Sc1nccn1C)C(=O)Nc1nnc(C)s1 (stereo not given)	1
COc1ccc(Oc2nccc(-c3ccc(F)cc3)c2C#N)cc1	-0.058
Cc1ccc(C)c(/C(O)=C2\C(=O)C(=O)N(CCCN3CCOCC3)C2c2cccnc2)c1 (stereo not given)	0.7
CCCCOc1ccc2c(C)cc(=O)oc2c1OCCCC	-2.2

Assay outcomes: PubChem, Vanderbilt High Throughput Screening Facility

The list is partial; rates above refer to the full screens.
